Bioassay records (PubChem)
DDE Tn7 FP inh: inhibitors of Tn7 peptide binding to fibrin DD(E), primary screen, biochemical, fluorescence polarization, human fibrin, Tn7 probe | Fibrinogen beta chain (Homo sapiens), P02675 | FP displacement of FITC-Tn7 peptide from fibrin DD(E); 0% = median of compound wells per plate | inhibition, % at 8.3 µM | hit rate 0.13% among 370,000 | AID 720508, 2013;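 active = inhibition above the mean of compounds falling within the control limits plus 3 SD of them, cut at about 14% in these data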;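 also: 0% = plate median of compound wells and 100% = 10 µM Aha-Tn7 peptide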
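system = human fibrin DD(E) protein | quantity = DD(E) 2 µM final | medium = Tris/NaCl/CaCl2 buffer, pH 7.8 | also added = labelled Tn7 tracer, 0.1 µM | compound dosing = single point at 8.3 µM | timing = compound with protein 10 min, then 3 h after probe, room temperature | signal = FP measurement | benchmarks = Aha-Tn7 high control | repeats = one replicate per compound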
SIAE inh: human SIAE inhibitors, primary screen, biochemical, fluorescence polarization, FP-Rh probe, 1536-well HTS. hit rate 0.69% among 370,000. inhibition, % at 9.66 µM. AID 1053197, 2014. SIAE FP-Rh probe binding. Sialate O-acetylesterase (Homo sapiens), Q9HAT2;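 active = inhibition above a cutoff: mean of compounds within the control limits plus 3 SD of those, cut at about 17% in these data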;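 also: 0% = plate median of compound wells and 100% = probe without SIAE protein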
Target sequence (Q9HAT2 whole entry, looked up): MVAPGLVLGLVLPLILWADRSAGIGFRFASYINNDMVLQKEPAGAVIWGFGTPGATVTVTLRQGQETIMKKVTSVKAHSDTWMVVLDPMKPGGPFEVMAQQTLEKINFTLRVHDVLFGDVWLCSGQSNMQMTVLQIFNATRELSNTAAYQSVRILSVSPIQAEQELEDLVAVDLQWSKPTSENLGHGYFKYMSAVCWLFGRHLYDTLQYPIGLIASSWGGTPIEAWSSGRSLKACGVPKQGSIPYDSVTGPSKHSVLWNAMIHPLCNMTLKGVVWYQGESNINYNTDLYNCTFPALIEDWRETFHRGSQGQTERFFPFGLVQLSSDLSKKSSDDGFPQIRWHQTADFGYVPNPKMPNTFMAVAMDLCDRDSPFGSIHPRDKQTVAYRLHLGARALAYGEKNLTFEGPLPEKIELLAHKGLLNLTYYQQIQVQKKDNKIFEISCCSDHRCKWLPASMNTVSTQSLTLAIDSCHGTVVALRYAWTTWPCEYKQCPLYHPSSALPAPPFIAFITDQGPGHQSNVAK
PRMT1 inh: PRMT1 methyltransferase inhibitors, primary screen, biochemical, fluorescence polarization | recombinant PRMT1, activity-based probe fluorescence polarization | inhibition, % at 2.79 µM | hit rate 1.3% among 370,000 | Protein arginine N-methyltransferase 1 (Homo sapiens), Q99873;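 active = inhibition above about 21% made by adding two undisclosed values, limit read from the data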
Tn6 DDE FP: inhibitors of Tn6 peptide binding to fibrin DD(E), primary screen, biochemical, fluorescence polarization, human fibrin, Tn6 probe; Fibrinogen beta chain (Homo sapiens), P02675; Fibrin DD(E) TRITC-Tn6 fluorescence polarization displacement; inhibition, % at 8.3 µM; hit rate 0.21% among 370,000; AID 720509, 2013;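 active = inhibition above a per-campaign cutoff: mean of compounds within control limits plus 3 SD, cut at about 15% in these data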;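 also: 0% = median of all compound wells on the plate and 100% = blocking peptide control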
LEDGF integ inh: blockers of LEDGF/p75-dependent integrase strand transfer – biochemical, TR-FRET, high throughput, primary screen | inhibition, % at 3.7 µM | hit rate 0.64% among 370,000 | HIV-1 integrase (with human LEDGF/p75) | TR-FRET IN-LEDGF/p75 DNA integration, Eu/Cy5;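 active = inhibition above the screen-wide mean plus 3 SD, cut at about 13% in these data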;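 also: signal is the Cy5 over europium emission ratio at 671 and 618 nm; 0% = plate median of compound wells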
TCR CD3 inh: inhibitors of human TCR-CD3 interaction, primary screen, biochemical, fluorescence, TAMRA-labeled TCR probe. inhibition, % at 9.4 µM. hit rate 0.37% among 360,000; in the data active = inhibition above about 19%;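 also: recombinant mutant TCR 2C K166C tagged with TAMRA read by polarization; 0% = receptor in buffer alone and 100% = receptor with positive control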
MBD2 inh: inhibitors of MBD2 binding to methylated DNA, primary screen, biochemical, TR-FRET, DNA-binding domain, human; Methyl-CpG-binding domain protein 2 (Homo sapiens), Q9UBB5; MBD2 binding to methylated oligonucleotide; inhibition, % at 4.4 µM; hit rate 0.31% among 370,000; AID 686964, 2013; in the data active = inhibition above about 13%
KLK7 zymogen act: proKLK7 zymogen activators, primary screen, biochemical, fluorescence intensity; Kallikrein-7 (Homo sapiens), P49862; purified proKLK7, EDANS-DABCYL substrate fluorescence; 100% is mature enzyme control, 0% vehicle; activation, % at 7 µM; hit rate 0.9% among 370,000; AID 652039, 2013;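 active = activation above the mean of all tested compounds plus 3 SD, computed per campaign excluding outliers beyond control limits, cut at about 13% in these data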
Target sequence (P49862 whole entry, looked up): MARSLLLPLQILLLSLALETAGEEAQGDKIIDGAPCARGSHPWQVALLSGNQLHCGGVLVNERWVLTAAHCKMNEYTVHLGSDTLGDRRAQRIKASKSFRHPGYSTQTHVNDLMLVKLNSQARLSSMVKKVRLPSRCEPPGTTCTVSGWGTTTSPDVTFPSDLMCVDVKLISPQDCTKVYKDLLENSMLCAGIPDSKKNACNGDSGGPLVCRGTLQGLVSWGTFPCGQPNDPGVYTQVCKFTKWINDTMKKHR
UHRF1 binding: UHRF1 methylated DNA binding inhibitors, primary screen, counter-screen for MBD2 inhibitor project, biochemical, TR-FRET, human UHRF1, single concentration; inhibition, % at 4.4 µM; UHRF1 binding to methylated oligo; hit rate 0.75% among 370,000; E3 ubiquitin-protein ligase UHRF1 (Homo sapiens), Q96T88; AID 687016, 2013; in the data active = inhibition above about 21%;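 also: UHRF1 SRA domain binding a hemimethylated CpG hairpin DNA probe; 0% = median of test compound wells and 100% = reference inhibitor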
TDP2 inh: human TDP2 enzyme inhibitors, primary screen, biochemical, epi absorbance, recombinant enzyme; T5PNP hydrolysis, p-nitrophenol absorbance 415 nm; hit rate 0.34% among 370,000; inhibition, % at 12.8 µM;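 active = inhibition above the mean of all tested compounds plus 3 SD, set per campaign, cut at about 25% in these data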;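 also: 0% = DMSO with enzyme and 100% = buffer with substrate but no TDP2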
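Assay system: Recombinant human TDP2 | Quantity: 120 nM TDP2 per well | Incubation: 2 h at 37 °C | Signal: Epi absorbance | Evaluation: Percent inhibition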
Starred values were filed as active, the others as inactive; . = not tested or not shown.

compound	DDE Tn7 FP inh	SIAE inh	PRMT1 inh	Tn6 DDE FP	LEDGF integ inh	TCR CD3 inh	MBD2 inh	KLK7 zymogen act	UHRF1 binding	TDP2 inh
O=C(Nc1ccc(NC(=O)c2ccco2)nc1)c1cccc(F)c1	-5	-3	0	6	0	10	-2	0.3	-2	11
Cc1cc(C)cc(NC(=O)N2CCCCCCC2)c1	6	1	2	1	2	7	4	-0.6	-2	5
CC(C)c1ccc(S(=O)(=O)N2CCN(C(=O)CN3C(=O)NC4(CCCCC4)C3=O)CC2)cc1	1	6	-2	2	0	-6	-2	0.4	-1	10
CC1CN(CCC(=O)Nc2ccc3c(c2)CCC3)CC(C)O1 (centres undefined)	10	0	6	2	0	-2	-4	0.1	-3	6
CC(=O)c1ccc(S(=O)(=O)N2CCN(c3ccccc3F)CC2)cc1	0	-4	-2	1	4	8	2	-0.6	0	-14
O=C(C1=NN[C@@H]2C(=O)N(c3cccc(C(F)(F)F)c3)C(=O)[C@H]12)c1cnccn1	-4	1	4	1	-4	0	6	0.3	-1	0
COc1ccc(C/C(N)=N/n2cnnc2)cc1	-6	4	-1	4	1	-3	0	0.6	0	-4
CCOC(=O)c1sc(N)c(C#N)c1CSc1nc2ccc(C)cc2[nH]1	1	-6	3	-3	-1	-5	-4	0.3	-2	2
COc1ccc(OC)c(-n2nnnc2SCC(=O)Nc2ccccc2N2CCOCC2)c1	2	2	0	-2	1	3	-7	-0.2	-5	1
COc1ccc(-c2nc3c(c(SCC(=O)Nc4cccc(O)c4)n2)Cc2c(CO)cnc(C)c2O3)cc1	-2	-79	4	-16	14*	16	1	-0.6	-1	-10
CCOC(=O)CN1CCC(c2cc(-c3ccc(Cl)cc3)n[nH]2)CC1	6	6	-1	-5	1	0	3	4.2	2	22
Cn1c(=O)c2c(ncn2CC(=O)N/N=C/C(Cl)=C/c2ccccc2)n(C)c1=O	-4	0	-4	-2	-1	0	-1	-0.2	-4	4

Some of the entries so far, with values under each structure:
The line under a structure holds: DDE Tn7 FP inh, SIAE inh, PRMT1 inh, Tn6 DDE FP, LEDGF integ inh, TCR CD3 inh, MBD2 inh, KLK7 zymogen act, UHRF1 binding, TDP2 inh
> COc1ccc(OC)c(-n2nnnc2SCC(=O)Nc2ccccc2N2CCOCC2)c1
 : 2, 2, 0, -2, 1, 3, -7, -0.2, -5, 1
> COc1ccc(-c2nc3c(c(SCC(=O)Nc4cccc(O)c4)n2)Cc2c(CO)cnc(C)c2O3)cc1
 : -2, -79, 4, -16, 14*, 16, 1, -0.6, -1, -10
> CCOC(=O)CN1CCC(c2cc(-c3ccc(Cl)cc3)n[nH]2)CC1
 : 6, 6, -1, -5, 1, 0, 3, 4.2, 2, 22
> Cn1c(=O)c2c(ncn2CC(=O)N/N=C/C(Cl)=C/c2ccccc2)n(C)c1=O
 : -4, 0, -4, -2, -1, 0, -1, -0.2, -4, 4

(more compounds)
compound	DDE Tn7 FP inh	SIAE inh	PRMT1 inh	Tn6 DDE FP	LEDGF integ inh	TCR CD3 inh	MBD2 inh	KLK7 zymogen act	UHRF1 binding	TDP2 inh
Cc1ccc(NC(=O)COC(=O)C2CC2)c(Br)c1	-1	-12	-2	5	-2	-1	2	0.4	0	-3
COc1ccc(-c2coc3c(C(=O)NCc4ccccc4)cccc23)c(C)c1	2	-9	1	3	-1	0	-4	0.7	-1	3
C=CCn1c(=S)[nH]c2ccccc2c1=O	9	-6	-1	4	-3	2	-1	0.7	-1	-4
Cc1nn(CC(=O)Nc2sc3c(c2C#N)CCC(C(C)(C)C)C3)c(C)c1[N+](=O)[O-] (centres undefined)	-1	2	-1	5	-2	2	-7	0.4	-1	8
CCOc1ccc(N2C(=O)CC(C(C)c3ccccc3)C2=O)cc1 (centres undefined)	2	7	-8	0	4	5	1	0.2	0	-5
COc1ccc(NC(=O)Nc2cccc3c2O[C@H](CN(C)C(=O)Nc2ccc(OC)cc2)[C@@H](C)CN([C@H](C)CO)C3=O)cc1	-7	3	1	2	-1	-1	0	0.9	-2	-1
CCOC(=O)C1(CCCc2ccccc2)CCN(C(=O)c2ocnc2C)CC1	-7	2	-1	4	1	7	-4	0.9	1	6
CC1(C)CC(=O)C2=C(C1)OC(N)=C(C#N)C2c1ccoc1 (centres undefined)	0	1	-1	1	4	3	2	0.6	-2	3
O=C(O)COc1ccc(/C=N/NC(=O)C(O)(c2ccccc2)c2ccccc2)cc1	7	-5	-4	4	2	0	-2	-0.2	-2	9
O=C(NCc1ccc2c(c1)OCO2)c1cc(-c2ccccc2Cl)on1	1	-13	-5	-3	-2	5	-3	0.7	-1	3
CCn1cc(C(=O)N2CC(C)CC(C)C2)c(=O)c2cc(S(=O)(=O)N(C)C)ccc21 (centres undefined)	-1	-3	3	-3	0	4	2	0.4	-1	9
COc1ccc(-c2cc(C(=O)Nc3cccc(C(C)=O)c3)no2)cc1	-4	-6	5	-1	5	2	1	-0.1	0	-13
CC(C)Sc1nnc(-c2c[nH]c3ccccc23)n1C	3	9	0	0	1	-11	-7	0.7	-1	3
COc1cccc(-c2csc(NC(=O)Nc3ccccc3)n2)c1	1	-79	10	-40	6	-9	8	0.2	4	-2
CCC(Sc1nc2ccsc2c(=O)n1-c1ccc(Cl)c(C)c1)C(=O)NCc1ccco1 (centres undefined)	2	-2	2	-2	-1	6	2	-0.2	4	0
COc1cccc(-n2c(SCC(=O)Nc3cc(C)on3)nc3ccccc3c2=O)c1	3	9	1	-3	4	4	-2	-0.1	0	-1
CCc1ccc(CNC(=O)C(=O)NCC2CCCO2)cc1 (centres undefined)	5	1	0	6	-2	6	-6	1.0	-1	7
O=C(Nc1ccccc1C(=O)OCc1nnc(-c2ccccc2)o1)c1ccco1	8	-2	-2	0	0	0	-6	0.1	-2	8
COc1ccc(C)cc1S(=O)(=O)n1ccnc1C	1	1	4	-4	-3	-3	2	0.2	3	1
Cc1cc(-c2ccc(F)cc2)n2ncc(-c3ccccc3)c2n1	-8	0	1	-4	-2	-7	3	0.6	0	8
O=C1CSc2ccc(C(=O)O)cc2N1	0	-1	0	-6	0	4	2	0.1	-1	6
COCCCN(C(=S)Nc1cc(Cl)cc(Cl)c1)C(C)c1ccncc1 (centres undefined)	0	-6	8	-3	0	5	5	0.6	2	4
CCOc1ccc(N(CC(=O)Nc2ccccc2Cl)S(C)(=O)=O)cc1	3	2	1	-6	-5	8	2	0.6	-1	2
CC1(C)Cc2c(sc3ncn4nc(-c5ccco5)nc4c23)CO1	-7	-3	4	-9	1	-2	3	-0.7	2	-17
O=C(NCc1ccncc1)C(=O)NCC(c1ccco1)N1CCN(c2ccccc2)CC1 (centres undefined)	1	2	3	-2	-7	-1	1	-0.8	0	-5
CCOC(=O)N1CCN(C(=O)CCc2ccc(S(=O)(=O)NC(C)(C)C)cc2)CC1	-2	1	3	6	-2	-7	5	0.2	0	1
CC1CCCN(CCCNS(=O)(=O)c2ccc3c(c2)CCN3C(=O)C2CC2)C1 (centres undefined)	3	1	-1	-5	0	4	-2	-0.1	9	10
COc1ccc(/C=C/C2=NNC(=O)CC2)cc1	-6	-2	2	-1	-2	0	-6	-0.3	1	-8
CSCC[C@H](NC(=O)CC(C)(C)C)c1nc2ccccc2[nH]1	1	-1	3	10	-2	-6	5	0.1	4	-3
O=C(c1ccccc1)c1cc(F)c(N2CCOCC2)cc1Cl	4	-2	-2	5	-1	3	0	-0.1	0	0
Cc1onc(-c2ccccc2)c1-c1nnc(-c2ccccc2C(F)(F)F)o1	3	-3	0	-11	-2	0	0	0.0	-2	0
Cc1ccc(CNC(=O)CCNS(=O)(=O)c2ccc(C)cc2)cc1	-1	-5	1	1	1	-13	2	-0.4	5	-6
CS(=O)(=O)N1CCN(c2ccc([N+](=O)[O-])cc2F)CC1	-5	1	0	0	2	0	-4	0.1	-1	3
O=[N+]([O-])c1cc(C(F)(F)F)ccc1Sc1ccc2ccccc2n1	6	2	6	3	-3	3	3	-0.1	-1	-2
CC(C)=CCC[C@@]1(C(=O)O)[C@H]2CC=C(CO)[C@@H]1CC/C(C)=C/CC/C(C)=C/C2	5	-2	2	1	0	.	6	0.1	1	3
O=S(=O)(Nc1cccc(Cl)c1)c1ccc2oc(=S)[nH]c2c1	2	6	18	-2	-1	6	1	0.3	-1	2
CC(C)OC(=O)C1Cc2ccccc2CN1S(=O)(=O)c1cccs1 (centres undefined)	3	-3	-2	1	2	-4	1	0.1	5	-13
COc1ccc(C2(SCC(N)C(=O)O)c3ccccc3-c3ccccc32)cc1 (centres undefined)	1	-15	9	1	3	0	3	-1.1	3	-9
Cc1cc(NC(=O)COC(=O)C2CCN(S(=O)(=O)c3c(Cl)cccc3Cl)CC2)no1	-6	14	-6	2	2	-1	-3	0.2	0	7
O=S(=O)(NCCSc1nnc(-c2ccco2)n1-c1ccccc1)c1ccccc1	3	6	-2	4	4	3	2	-0.5	0	0
O=C(Cn1c(=O)c2cccn2c2cccnc21)NCCCN1CCN(c2ccc(F)cc2)CC1	5	2	-3	-2	4	6	2	0.4	-2	1
CC(=O)Nc1ccc(C(=O)OCC(=O)c2ccc(S(=O)(=O)N3CCCCC3)cc2)cc1	-5	-73	-1	-1	3	-10	-4	0.4	2	0
CCN(C(=O)COC(=O)Cn1c(C)csc1=O)c1c(N)n(Cc2ccccc2)c(=O)[nH]c1=O	-8	1	-3	-2	5	14	-1	0.1	4	-6
CCN(C(=O)CSc1nnc(NC2CCCCC2)s1)C1CCS(=O)(=O)C1 (centres undefined)	-2	5	1	-7	0	-5	1	-0.2	0	3
Clc1ccc(-n2ncc3c(NCCN4CCOCC4)ncnc32)cc1	-3	-2	-2	-7	2	8	4	0.7	-1	-9
O=C(c1ccc2c(c1)OCO2)N1CCCc2ccccc21	-5	-5	-1	-4	0	-1	1	-0.2	-2	1
CCOCCCNC(=O)C1CCCN(S(=O)(=O)c2ccc(-n3cnnn3)cc2)C1 (centres undefined)	-1	-3	1	-4	3	9	2	0.8	0	-12
CCCS(=O)(=O)N1CCN(C(=O)c2cccnc2)CC1	0	-5	-1	-3	-3	4	5	0.0	-1	-3
